Screening data as filed in PubChem.
UPR XBP1 act: activators of adaptive arm of unfolded protein response (XBP1) | 330,000 compounds, 0.33% hits | activation, % at 20 µM | AID 463104 | CHO-XBP1 luciferase reporter, IRE1-XBP1 UPR activation, luminescence; percent of tunicamycin response, DMSO as zero;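 active = versus positive control, 20 µM dose yields 30% or more activation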;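 also: 100% = tunicamycin at 10 µg/mL and 0% = DMSO only wells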
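Signal: luciferase luminescence; Assay system: CHO-XBP1 luciferase reporter cells; Amount: one thousand reporter cells per well; Dosing: 20 µM single concentration, DMSO 1%; Benchmarks: high control tunicamycin 10 µg/mL final, low control DMSO vehicle only; Schedule: 6 h compound exposure at 37 °C, 5% CO2; Evaluation: percent activation relative to tunicamycin reference.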
tim23-1 inh: growth inhibitors of tim23-1 mutant yeast | 330,000 compounds, 1.3% hits | S. cerevisiae tim23-1 growth, BacTiter-Glo luminescence, 24 h | inhibition, % at 20 µM;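 active = growth inhibition of the mutant yeast at or above 50%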;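 also: temperature-sensitive mutant grown at 25 °C; plate controls were DMSO-treated mutant yeast for no effect and medium wells lacking yeast for full effect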
EBI2 antag: antagonists of human EBI2 receptor | inhibition, % at 5 µM | 360,000 compounds, 0.81% hits | P32249 | EBI2 beta-arrestin recruitment, luminescence, 7a,25-OHC stimulated; in the data active = inhibition above about 38%;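 also: enzyme fragment complementation signal reports receptor beta-arrestin coupling in cells; 0% = agonist plus DMSO wells and 100% = wells without agonist; some results beyond the cut were filed as inactive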
Target sequence (P32249 whole entry, looked up, the tested form may be a part): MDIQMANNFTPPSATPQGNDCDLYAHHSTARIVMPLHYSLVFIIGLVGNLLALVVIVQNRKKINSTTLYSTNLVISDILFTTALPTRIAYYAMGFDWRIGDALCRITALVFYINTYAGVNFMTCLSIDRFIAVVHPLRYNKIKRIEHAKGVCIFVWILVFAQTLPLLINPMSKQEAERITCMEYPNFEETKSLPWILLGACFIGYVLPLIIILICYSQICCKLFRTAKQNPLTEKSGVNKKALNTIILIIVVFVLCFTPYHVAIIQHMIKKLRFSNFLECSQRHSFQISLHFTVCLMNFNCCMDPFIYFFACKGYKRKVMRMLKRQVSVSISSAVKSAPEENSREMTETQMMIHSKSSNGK
UPR CHOP act: activators of apoptotic arm of unfolded protein response (CHOP); CHO-CHOP luciferase reporter, UPR activation, luminescence; percent of tunicamycin response over DMSO baseline; activation, % at 10 µM; 330,000 compounds, 0.34% hits;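 active = at 10 µM dose, activation of 40% or more, normalized to positive control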;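 also: 100% = tunicamycin at 10 µg/mL and 0% = DMSO alone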
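System: CHO-CHOP luciferase reporter cell line; amount: 500 cells/well; buffer or medium: F12 medium containing 10% fetal bovine serum; incubation: 6 h compound exposure at 37 °C after overnight seeding; measured by: luciferase luminescence after 10 min with Steady-Glo reagent; evaluation: % reporter activation, DMSO baseline versus tunicamycin full activation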
APJ antag: antagonists of human APJ apelin receptor. P35414. CHO-K1 APJ beta-arrestin complementation, luminescence. inhibition, % at 20 µM. 330,000 compounds, 0.32% hits. AID 2521;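 active = inhibition above about 40% at 20 µM, limit read from the data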;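 also: cells challenged with 10 nM apelin-13 agonist together with compound; plate controls were apelin-13 plus DMSO wells for no effect and DMSO wells lacking apelin-13 for full effect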
Target sequence (P35414 whole entry, looked up): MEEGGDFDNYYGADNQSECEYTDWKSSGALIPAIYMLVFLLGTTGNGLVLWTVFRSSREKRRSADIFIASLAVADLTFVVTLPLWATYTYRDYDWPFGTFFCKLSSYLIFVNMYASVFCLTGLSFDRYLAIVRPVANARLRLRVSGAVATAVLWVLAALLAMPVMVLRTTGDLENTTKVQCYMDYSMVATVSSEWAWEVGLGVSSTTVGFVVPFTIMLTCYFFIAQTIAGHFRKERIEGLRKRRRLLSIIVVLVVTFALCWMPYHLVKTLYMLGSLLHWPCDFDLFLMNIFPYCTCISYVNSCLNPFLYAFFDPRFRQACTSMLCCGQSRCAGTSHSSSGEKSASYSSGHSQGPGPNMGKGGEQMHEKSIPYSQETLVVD
Mdm2 MdmX PPI: human Mdm2/MdmX binding inhibition. O15151+Q00987. SaOS-2 split-luciferase Mdm2/MdmX complementation, luminescence. inhibition, % at 8 µM. 330,000 compounds, 3% hits. AID 485346;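 active = inhibition of at least 50% at 8 µM in the primary screen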
CCR6 antag: antagonists of human CCR6 receptor. P51684. CHO-K1 CCR6 PathHunter beta-arrestin, luminescence, CCL20-stimulated. inhibition, % at 20 µM. 340,000 compounds, 0.49% hits. AID 493098;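 active = compounds whose inhibition of the agonist-driven luminescence signal at 20 µM reaches about 50%, limit read from the data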;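 also: cells stimulated with CCL20 at 14 nM final; plate controls were DMSO with CCL20 for no effect and DMSO without agonist for full effect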
CXCR6 inh: CXCR6 (human) receptor inhibition; inhibition, % at 20 µM; CHO-K1 PathHunter CXCR6 beta-arrestin, luminescence; O00574; 360,000 compounds, 0.36% hits; in the data active = inhibition above about 34%, passing the limit was not always enough;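 also: antagonist mode with CXCL16 agonist at 10 nM final; 0% = 10 nM CXCL16 with DMSO and 100% = unstimulated wells without agonist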
Target sequence (O00574 whole entry, looked up): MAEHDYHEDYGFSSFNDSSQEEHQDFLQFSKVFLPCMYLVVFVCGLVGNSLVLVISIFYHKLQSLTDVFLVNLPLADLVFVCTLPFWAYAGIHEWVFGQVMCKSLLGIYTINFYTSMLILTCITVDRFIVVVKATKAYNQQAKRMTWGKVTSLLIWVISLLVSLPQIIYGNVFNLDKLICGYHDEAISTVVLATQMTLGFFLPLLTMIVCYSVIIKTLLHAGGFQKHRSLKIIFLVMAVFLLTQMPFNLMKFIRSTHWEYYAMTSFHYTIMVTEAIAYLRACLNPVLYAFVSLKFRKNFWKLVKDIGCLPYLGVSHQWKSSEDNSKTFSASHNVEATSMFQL
APJ ag: agonists of human APJ apelin receptor. P35414. CHO-K1 APJ PathHunter beta-arrestin, luminescence; 0% DMSO wells, 100% apelin. activation, % at 20 µM. 330,000 compounds, 0.11% hits. AID 2520;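 active = activation more than six SD over the plate average, tested at 20 µM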;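 also: 0% = DMSO alone and 100% = apelin-13 at 10 nM; some results filed as inactive read as strong as hits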
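system = engineered CHO-K1 APJ arrestin reporter cells | input = 1000 cells per well | timing = overnight seeding, 90 min compound at 25 °C, 1 h detection | measured by = enzyme-fragment complementation luminescence | read-out = beta-arrestin recruitment to APJ as agonist activity, luminescent signal | control set = negative DMSO alone, positive Apelin-13 at 10 nM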
* = called active by the depositor; x = not tested or not shown. Not all compounds are listed, so the mix of outcomes need not match the whole.

SMILES	UPR XBP1 act	tim23-1 inh	EBI2 antag	UPR CHOP act	APJ antag	Mdm2 MdmX PPI	CCR6 antag	CXCR6 inh	APJ ag
CC(=O)N(C1=C(N2CCOCC2)C(=O)c2ccccc2C1=O)c1ccc(C(=O)O)cc1	2	7	0	-0.6	-78	25	-10	-13	4
CCOc1ccccc1NC(=O)COC(=O)c1cc(C)oc1C	1	17	-2	-0.3	5	-14	21	-2	-2
Nc1ccc(C(=O)N2CCN(S(=O)(=O)c3ccc4c(c3)OCCO4)CC2)cc1[N+](=O)[O-]	0	-3	-5	-1.9	-17	32	15	4	5
CCN(Cc1ccccc1)S(=O)(=O)c1cc2c3c(c1)CCN3C(=O)CC2	0	9	-6	-1.3	24	-9	4	-5	-3
CC(Nc1cc(N2CCNCC2)ccc1[N+](=O)[O-])c1ccccc1 (configuration not stated)	-2	-6	-20	-0.6	12	38	21	5	-2
Clc1ccc(CN=C2Nc3ccccc3CS2)cc1	4	36	7	2.1	4	-103	17	-5	-4
CC1CN(Cc2cc(=O)oc3cc(O)c(Cl)cc23)CC(C)O1 (configuration not stated)	-4	-2	-13	1.0	-10	-23	-7	-6	5
CCCNC(=O)C(CC)NS(=O)(=O)c1ccc(OC)cc1 (configuration not stated)	-5	10	-3	0.2	18	1	6	0	0
CCN(C[C@H]1N[C@@](Cc2ccccc2)(C(=O)OC)[C@H]2C(=O)N(Cc3ccccc3)C(=O)[C@@H]12)S(=O)(=O)c1ccc(C(C)(C)C)cc1	-3	-9	15	-0.4	-6	20	3	8	-3
Cc1ccc(NC(=O)CCNC(=O)c2ccco2)cc1F	0	6	-1	2.1	9	8	5	8	-5
CSc1nc(N)nc2c1ncn2CC(=O)N[C@H](C)c1cccc2ccccc12	-3	13	-3	0.8	-3	24	7	-10	-4
CSCCC(NS(=O)(=O)c1ccc2c(c1)Cc1cc(S(=O)(=O)NC(CCSC)C(=O)O)ccc1-2)C(=O)O (configuration not stated)	-4	7	1	0.2	-18	4	9	2	-1
COc1cc(NC(=O)/C=C/c2ccccc2)c(C(=O)O)cc1OC	-2	9	-4	0.8	1	0	11	10	-6
Cc1cc2ccccc2n1CCNC(=O)C1CCCC1	-1	23	-10	-3.9	4	27	8	0	2
CC(=O)Nc1nc(C)c(CCCOc2ccc([N+](=O)[O-])cc2)c(=O)[nH]1	-1	15	-8	-1.4	6	-16	-5	-4	-4
O=C(Nc1ccccc1)N1N=C(c2cccs2)CC1c1cccs1 (configuration not stated)	-1	33	1	-0.7	-1	24	8	-5	-4
O=C(CSc1nc(=O)n(CCCN2CCOCC2)c2c1CCC2)Nc1ccc(F)cc1	-3	-8	11	-0.2	-40	25	1	-6	-3
COC(=O)c1c(C)cc(O)c(C)c1O	2	24	-2	0.2	-58	8	0	0	-1
O=c1cc(CSc2ccc([N+](=O)[O-])cc2)nc2sccn12	-5	17	2	0.3	3	-1	6	1	-1
CNC(C)C#Cc1ccc2c(=O)c3cc(C)c(C)cc3oc2c1 (configuration not stated)	-1	51*	3	0.1	-1	-49	10	8	-2
Cc1onc(-c2ccncc2)c1C(=O)O	-4	14	0	-2.7	23	15	-9	1	-2
O=C(COC(=O)c1cc(S(=O)(=O)N2CCCCC2)ccc1N1CCOCC1)c1ccccc1	0	13	17	0.8	19	-9	0	8	-1
Fc1ccccc1NC(=S)NC1CCCC1	3	28	-3	0.1	-2	19	12	-2	0
O=C(NC1CCSc2ccccc21)c1ccc(F)cc1 (configuration not stated)	-6	10	8	2.3	18	10	1	-3	8
Cc1ccc2nc(-c3cccc(Br)c3)cc(C(=O)NC3CC3)c2c1	-2	7	8	-0.7	9	22	13	0	-4
COc1ccc(C2=NN(C(=O)CSc3nc(=O)n4cccc(C)c4n3)C(c3ccc(C)cc3)C2)cc1 (configuration not stated)	1	13	22	5.7	-47	8	14	12	-4
COCCn1c(SCc2cccc(F)c2)nc2cc(C(=O)OC)ccc2c1=O	-2	25	23	2.3	-5	18	19	19	0
CN(C)c1ccc(N/C(N)=N/c2nc(C(F)(F)F)cc(C(F)(F)F)n2)cc1	-1	-2	16	-0.5	-15	17	-12	3	-4
CCC(=O)Nc1cccc(NC(=S)NC(=O)Cc2ccccc2)c1	-2	14	7	-2.4	17	20	20	-18	-1
Cc1cc(=O)[nH]c(CN2CCC(c3ccccc3)CC2)n1	-2	3	-4	-1.6	9	19	0	6	-2
CC(C)CCN1CCN(CCCn2cccn2)CC1CCO (configuration not stated)	1	2	-3	-1.6	11	-17	-2	0	-1
CS(=O)(=O)N1CCc2cc(S(=O)(=O)N3CCCCC3)ccc21	-1	5	6	-1.3	-23	4	-5	-4	0
COC(=O)[C@]1(Cc2ccccc2)N[C@H](CN(C)C(=O)Nc2ccccc2)[C@@H]2C(=O)N(C)C(=O)[C@@H]21	2	-1	-4	-0.1	1	12	1	6	-4
O=C(Nc1ccc2nc(-c3ccccc3)oc2c1)c1ccco1	3	0	5	4.2	-5	-62	-7	0	3
CC1=CC2=NC(=O)/C(=C/c3coc4ccccc4c3=O)C(=N)N2O1	-2	35	-4	0.8	4	12	-16	-8	0
COc1cccc(C2CC(c3ccc(Br)cc3)=NN2C(=O)c2ccncc2)c1OC (configuration not stated)	-3	46	20	0.7	-19	42	14	0	-1
CCCOc1ccc(CNC(=O)Cn2c(=O)oc3ccccc32)cc1	3	-5	1	0.4	-6	27	10	-2	-3
Cc1cccc(NC(=O)c2cn(-c3ccccc3)nc2-c2ccccc2)c1	0	-4	25	3.9	-1	11	-4	-18	-2
C=CCN(c1ccc(F)cc1)S(=O)(=O)c1cc(C(=O)OCC(=O)N(C)C2CCS(=O)(=O)C2)ccc1Cl (configuration not stated)	-3	15	1	-0.9	-9	2	12	-10	-4
CC(=O)n1cc(Nc2ccc([N+](=O)[O-])cc2)c2ccccc21	0	-19	11	-0.5	42*	6	36	15	-6
CCCOc1ccc(/C=C2/C(=O)ON=C2C)cc1OCC	-3	36	0	2.8	5	15	1	-5	4
CCOc1ccc(-c2nc(CN3CCCC(C(=O)N4CCOCC4)C3)c(C)o2)cc1 (configuration not stated)	-3	-4	0	1.9	1	-16	1	-2	1
CCCOc1ccc(N2C(=O)CC(SCc3nc4ccccc4[nH]3)C2=O)cc1 (configuration not stated)	0	27	3	-1.3	-12	-20	18	1	-2
COc1ccc(CNC(=O)Cn2cnc3c(=O)n(C)c(=O)n(C)c32)cc1	0	-1	3	-0.6	-26	-1	-5	-1	-4
COc1cc(C2/C(=C(\O)c3ccc4c(c3)CC(C)O4)C(=O)C(=O)N2CCCn2ccnc2)cc(OC)c1OC (configuration not stated)	-2	10	1	-1.0	6	-7	20	8	-1

Ordered by molecular weight (rising): some entries from above.
SMILES	UPR XBP1 act	tim23-1 inh	EBI2 antag	UPR CHOP act	APJ antag	Mdm2 MdmX PPI	CCR6 antag	CXCR6 inh	APJ ag
CC(=O)n1cc(Nc2ccc([N+](=O)[O-])cc2)c2ccccc21	0	-19	11	-0.5	42*	6	36	15	-6
CC(C)CCN1CCN(CCCn2cccn2)CC1CCO (configuration not stated)	1	2	-3	-1.6	11	-17	-2	0	-1
CC1=CC2=NC(=O)/C(=C/c3coc4ccccc4c3=O)C(=N)N2O1	-2	35	-4	0.8	4	12	-16	-8	0
COc1cccc(C2CC(c3ccc(Br)cc3)=NN2C(=O)c2ccncc2)c1OC (configuration not stated)	-3	46	20	0.7	-19	42	14	0	-1
C=CCN(c1ccc(F)cc1)S(=O)(=O)c1cc(C(=O)OCC(=O)N(C)C2CCS(=O)(=O)C2)ccc1Cl (configuration not stated)	-3	15	1	-0.9	-9	2	12	-10	-4

New compounds follow:
SMILES	UPR XBP1 act	tim23-1 inh	EBI2 antag	UPR CHOP act	APJ antag	Mdm2 MdmX PPI	CCR6 antag	CXCR6 inh	APJ ag
COc1cc(C2C3=C(Nc4ncnn42)c2ccccc2CC3)cc(OC)c1OC (configuration not stated)	20	22	-16	0.0	13	66*	-16	-7	-4
COC(=O)[C@H](Cc1ccccc1)NC(=O)NCc1ccccc1OC	-2	20	0	2.1	-30	-18	-8	-2	-2
COn1c(-n2nc(C)cc2C)nc2ccccc2c1=O	-1	2	0	24	3	20	35	-8	0
Cc1ccc(NC(=O)c2cccs2)cc1	1	47	-2	3.8	1	-5	3	-2	3
Cc1nc(-c2cccc(NC(=O)c3ccc(Br)o3)c2)cs1	3	40	-12	0.0	7	10	18	0	-4
CCN(CC)CCN(C(=O)c1ccc(S(=O)(=O)N2CCCC2)cc1)c1nc2cc(C)cc(C)c2s1	-2	6	1	2.7	1	2	7	1	-4
Nc1ccc2nc(C(F)(F)F)[nH]c2c1	-2	7	-5	0.9	-7	-18	2	-5	0
CCOC(=O)N1CCN(C(=O)CCc2ccc(S(=O)(=O)NC(C)(C)C)cc2)CC1	-4	-2	-9	-0.5	-4	11	-9	-5	0
COc1cccc(N2CCN(C(=O)c3oc4ccccc4c3NC(=O)Cc3ccc(OC)c(OC)c3)CC2)c1	-4	16	4	0.5	-26	10	17	9	-1
O=C(CSc1nnc(Cc2ccccc2)o1)N1CCOCC1	-1	-11	-5	-1.5	4	-6	4	1	1
COc1ccc(N2C(=O)[C@@H]3[C@H](C2=O)[C@H](C(=O)c2ccc(OC(C)=O)cc2)N2N=CC=C[C@@H]32)cc1	1	14	x	3.6	3	-44	x	x	3
CCOC(=O)CNC(=O)Cn1cnc2c(cnn2-c2ccc(C)cc2)c1=O	-5	7	6	-0.4	10	-10	11	7	-2
NC1=NC(=O)/C(=C\c2ccc(O)c([N+](=O)[O-])c2)S1	-2	15	-15	-0.2	27	-13	40	15	-4
CCc1ccc(NC(=O)C(C)Sc2ccc(S(=O)(=O)N3CCN(C)CC3)cn2)cc1 (configuration not stated)	0	-6	13	-0.4	16	8	15	2	-2
O=C(CSc1nnc(CNc2ccccc2)o1)N1CCCc2ccccc21	0	32	-3	-0.2	-5	-12	-4	-21	4
Cc1cc(C)cc(NC(=O)CSCc2nc3c(nnn3Cc3ccc(F)cc3)c(=O)[nH]2)c1	-1	0	0	-1.9	26	-8	5	-1	-6
O=C(c1cccs1)N1CCN(S(=O)(=O)N2CCCCC2)CC1	-4	15	-6	0.8	4	12	9	-4	-3
CCC(=O)NC(=S)Nc1ccc(NC(=S)NC(=O)c2ccc(C)cc2)cc1	-1	-12	9	-1.5	16	8	25	19	-5
CNCC(=O)N(CC(C)C)c1c(N)n(CC(C)C)c(=O)[nH]c1=O	-1	2	-5	0.7	11	-2	2	3	-1
CCN(CC)CCN1C(=O)C(O)=C(C(=O)c2sc(C)nc2C)C1c1cccnc1 (configuration not stated)	-2	7	-9	-1.3	-16	1	7	-2	-8
